Screening results from PubChem.
PME-1 primary – PME-1 (human) inhibition | AID 2130 | inhibition, % at 5.9 µM | Q9Y570 | hit rate 0.53% among 320,000 | recombinant PME-1, FP-Rh probe fluorescence polarization;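 active = inhibition above the campaign mean of all compounds plus 3 SD, cut at about 26% in these data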;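 also: competitive labeling of PME-1 active site by serine hydrolase directed probe; 0% = PME-1 with DMSO and 100% = wells lacking PME-1 enzyme; inhibitors block probe labeling so polarization falls and inhibition rises; many of its hits are not listed in these tables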
PAD4 inh – PAD4 (human) enzyme inhibition; Q9UM07; AID 485272; inhibition, % at 6.36 µM; hit rate 0.41% among 330,000; recombinant PAD4, RCA probe fluorescence polarization;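 active = percent inhibition above a cutoff equal to the mean of all tested compounds plus 3 SD, cut at about 15% in these data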;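 also: 0% = PAD4 with RCA probe and DMSO and 100% = probe without PAD4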
PAFAH1B2 inh – PAFAH1B2 (human) inhibition. P68402. recombinant PAFAH1B2, FP-rhodamine activity probe, fluorescence polarization. inhibition, % at 3.39 µM. hit rate 1.2% among 340,000. AID 492953;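 active = inhibition above the mean of all tested compounds plus 3 SD, cut at about 24% in these data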;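 also: 0% = enzyme with DMSO and 100% = wells lacking PAFAH1B2; many of its hits are not listed in these tables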
Target sequence (P68402 whole entry, looked up): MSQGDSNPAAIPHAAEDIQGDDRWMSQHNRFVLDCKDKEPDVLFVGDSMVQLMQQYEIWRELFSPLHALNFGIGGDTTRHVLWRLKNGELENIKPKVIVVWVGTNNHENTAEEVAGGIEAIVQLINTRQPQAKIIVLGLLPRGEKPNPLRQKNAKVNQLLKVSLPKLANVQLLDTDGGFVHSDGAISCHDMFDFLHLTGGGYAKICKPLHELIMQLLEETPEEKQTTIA
LYPLA1 counter – blocks human lysophospholipase 1, a PME1 counter-screen. O75608. recombinant LYPLA1, FP-Rh probe fluorescence polarization. inhibition, % at 5.9 µM. hit rate 0.16% among 320,000. AID 2174;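 active = inhibition above the mean of all tested compounds plus 3 SD, set per campaign, cut at about 14% in these data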;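 also: inhibitors block serine hydrolase probe labeling of LYPLA1 so polarization falls; 0% = enzyme with DMSO and 100% = wells lacking LYPLA1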
PAFAH1B3 FP inh – blocks human PAF acetylhydrolase 1B catalytic subunit 3; Q15102; recombinant PAFAH1B3, FP-rhodamine probe, fluorescence polarization; inhibition, % at 3.39 µM; hit rate 0.28% among 340,000; AID 492972;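 active = inhibition above the screen-wide average of all tested compounds plus 3 SD, cut at about 25% in these data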;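 also: 0% = enzyme with DMSO only and 100% = wells lacking PAFAH1B3 protein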
Target sequence (Q15102 whole entry, looked up): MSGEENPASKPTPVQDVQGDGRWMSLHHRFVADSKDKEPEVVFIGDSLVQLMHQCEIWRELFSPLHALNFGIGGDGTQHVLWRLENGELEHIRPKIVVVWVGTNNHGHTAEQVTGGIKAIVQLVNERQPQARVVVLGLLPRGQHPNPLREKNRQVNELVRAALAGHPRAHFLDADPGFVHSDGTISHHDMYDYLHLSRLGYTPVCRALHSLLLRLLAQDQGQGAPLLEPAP
GSTO1 counter – counter-screen for RBBP9 inhibitors: inhibitors of human GSTO1 | P78417 | recombinant GSTO1, activity-based probe fluorescence polarization | inhibition, % at 5.96 µM | hit rate 1.1% among 300,000 | AID 1974;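 active = inhibition above the campaign mean inhibition plus 3 SD, cut at about 35% in these data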;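 also: 0% = GSTO1-1 with DMSO and 100% = wells lacking GSTO1-1 enzyme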
Target sequence (P78417 whole entry, looked up): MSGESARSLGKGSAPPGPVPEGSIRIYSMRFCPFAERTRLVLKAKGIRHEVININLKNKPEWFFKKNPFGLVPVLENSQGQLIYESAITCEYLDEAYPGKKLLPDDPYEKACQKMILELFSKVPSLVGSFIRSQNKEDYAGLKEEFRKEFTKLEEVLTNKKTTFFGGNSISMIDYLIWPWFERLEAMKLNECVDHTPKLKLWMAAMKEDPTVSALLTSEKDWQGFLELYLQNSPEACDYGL
LYPLA2 counter – counter-screen for PME1 inhibitors: inhibitors of human LYPLA2. hit rate 0.38% among 320,000. inhibition, % at 5.9 µM. recombinant LYPLA2, FP-Rh probe fluorescence polarization. O95372;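 active = inhibition above the screen-wide mean plus 3 SD, limit set per campaign, cut at about 26% in these data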;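 also: 0% = LYPLA2 with DMSO and 100% = wells lacking LYPLA2 enzyme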
Target sequence (O95372 whole entry, looked up): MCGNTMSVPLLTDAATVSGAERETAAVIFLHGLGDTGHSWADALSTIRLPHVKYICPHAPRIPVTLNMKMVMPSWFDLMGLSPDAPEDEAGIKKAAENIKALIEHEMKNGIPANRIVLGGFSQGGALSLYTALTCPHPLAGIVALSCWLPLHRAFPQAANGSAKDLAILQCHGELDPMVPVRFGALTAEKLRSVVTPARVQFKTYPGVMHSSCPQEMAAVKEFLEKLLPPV
pPAFAH FP inh – pPAFAH (human) enzyme inhibition; recombinant pPAFAH, FP-rhodamine probe fluorescence polarization; Q13093; inhibition, % at 3.39 µM; hit rate 1.5% among 330,000;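 active = inhibition above the mean inhibition across the screen plus 3 SD, cut at about 25% in these data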;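 also: inhibitors block binding of the rhodamine activity-based probe so polarization drops; 0% = enzyme with DMSO and 100% = wells lacking pPAFAH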
PAFAH2 inh – inhibitors of human PAFAH2; Q99487; AID 492956; recombinant PAFAH2, FP-rhodamine activity probe, fluorescence polarization; inhibition, % at 3.39 µM; hit rate 0.99% among 340,000;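 active = inhibition above the mean over all tested compounds plus 3 SD, cut at about 30% in these data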;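 also: inhibitors block probe labeling of enzyme so polarization drops; 0% = enzyme with DMSO and 100% = wells lacking PAFAH2 protein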
The depositor's hits bear a star; x = no result given.

smiles	pPAFAH FP inh	LYPLA2 counter	PAFAH1B2 inh	PAFAH2 inh	PAD4 inh	PME-1 primary	LYPLA1 counter	GSTO1 counter	PAFAH1B3 FP inh
Cc1c(S(=O)(=O)N2CCN(c3ccccc3)CC2)c(=O)n(C)c(=O)n1C	6	4	6	3	0	0	2	6	3
COC(=O)c1cc2ccc(OC)cc2c2cc(OC)c(OC)cc12	4	x	-4	-3	0	x	x	x	11
CCOC(=O)[C@@H]1[C@H]2COc3cc(OC)ccc3[C@@H]2N2C(=O)N(c3cccc(C)c3)C(=O)[C@@]12C	0	-5	7	0	-5	-3	1	11	10
COc1ccc(CCNC(=O)CN2CCN(Cc3ccc(F)cc3)C2=O)cc1OC	-5	-1	3	1	1	8	1	7	-4
COc1ccc(-c2nnc(SCC(=O)Nc3ccc4c(c3)OCCO4)n2N)cc1OC	0	0	2	5	-5	-2	0	0	-3
O=C(Nc1nnc(Cc2ccc(Cl)cc2)s1)c1ccncc1	1	3	x	x	-2	4	0	1	x
O=C(CCNC(=O)C1CCN(S(=O)(=O)c2ccccc2)CC1)NCc1ccccn1	2	8	5	3	0	10	5	-3	7
O=C(NCC1CCCN1S(=O)(=O)c1cccs1)c1c(F)cccc1F (stereo not given)	5	8	-2	1	-2	5	3	12	9
C=CCn1c(SCC(=O)OC)nc2sc3c(c2c1=O)CCN(C)C3	0	1	x	x	1	-1	0	-4	x
CC1=C(C(N)=O)C(c2ccc(Br)cc2)n2ncnc2N1 (stereo not given)	0	6	6	-4	-7	-4	1	0	-3
COc1ccc(C(CC(=O)Nc2ccccc2OC)n2cccc2)cc1 (stereo not given)	-1	-4	2	7	-2	-8	-1	2	-1
COc1cccc2sc(N(CCCN(C)C)C(=O)C(c3ccccc3)c3ccccc3)nc12	1	4	4	-6	-5	5	0	9	5
Cc1ccc(S(=O)(=O)n2c3ccc(F)cc3c3nc(C)sc32)cc1	-10	-5	x	x	0	-4	-5	-1	x
O=[N+]([O-])c1cc(-c2ccc(/C=N/n3cnnc3)o2)ccc1Cl	0	-1	5	-2	2	-1	1	1	1
Nc1nncn1C(=O)c1ccc(Cl)cc1Cl	4	5	1	11	4	5	-1	2	3
COc1cc(OC)c(OC)cc1CN1CCCC(C(=O)c2sccc2C)C1 (stereo not given)	-1	4	0	5	0	2	2	5	-8
CC1CN(C(=S)Nc2ccc(Br)cc2)CC(C)O1 (stereo not given)	5	5	-4	-5	-9	-4	3	1	0
CN1CCN(/N=C/c2ccc(Cl)c(Cl)c2)CC1	7	5	-3	3	-3	4	3	1	3
CCOc1cc(/C=C2\CN(C)C/C(=C\c3ccc(O)c(OCC)c3)C2=O)ccc1O	10	2	3	-1	-4	-1	4	24	4
O=C(Nc1ccc(N2CCOCC2)nc1)c1ccc(C(F)(F)F)cc1	4	1	1	5	3	-6	-3	0	4
C[C@@H]1COC(=O)[C@@H](NC(=O)OCC2c3ccccc3-c3ccccc32)C/C=C\C[C@@H](CC(=O)N(CCO)Cc2ccccc2)C(=O)N1	5	x	10	4	4	x	x	x	9
O=C(COC(=O)C1CC(=O)N(Cc2ccccc2)C1)Nc1ccc(Cl)cc1F (stereo not given)	6	-1	0	5	1	-3	-4	-3	8
O=[N+]([O-])c1cc(Cl)ccc1Sc1ccccn1	1	0	2	-4	-3	0	1	-1	-5
CC[C@@H](C)CN1C(=O)N[C@@H](CCc2ccccc2)C(C(C)=O)=C1C	2	-3	2	-1	6	-2	-3	7	-3
Cc1cccc(C2Nc3ccccc3C(=O)N2NC(=O)c2ccc([N+](=O)[O-])cc2)n1 (stereo not given)	-4	5	2	1	-6	-6	-1	2	2
Fc1ccccc1-c1nc2nc3ccccc3nc2n1CC1CCCO1 (stereo not given)	0	0	6	11	0	1	0	12	5
Nc1nc(N)nc(-c2ccccc2)n1	-1	4	-3	-5	-3	2	5	4	1
O=C1C(NS(=O)(=O)c2cccs2)=C(N2CCN(c3cccc(C(F)(F)F)c3)CC2)C(=O)c2ccccc21	17	3	7	14	-9	21	-1	48*	8
O=C(Nc1cccc(S(=O)(=O)N2CCCCC2)c1)C1CC(=O)N(Cc2ccccc2)C1 (stereo not given)	-1	0	1	-3	-1	7	-4	x	-3
O=C(COc1ccc(F)cc1)N1c2ccccc2CCc2ccccc21	8	3	4	3	1	1	-2	4	-9
O=C(N1CCCC1)N1CCN(S(=O)(=O)c2ccccc2)CC1	0	4	5	-1	7	0	-1	4	7
COc1cc(C2/C(=C(/O)c3ccccc3)C(=O)C(=O)N2c2ccccn2)ccc1O (stereo not given)	3	-7	x	x	-5	1	-1	0	x
Nc1ccccc1NC(=O)NC(=O)c1ccccc1	-1	-2	5	-2	1	-3	-4	-3	4
COc1cc(/C=N\Nc2ccc([N+](=O)[O-])cn2)ccc1OCC(=O)O	9	12	x	x	0	4	10	-3	x
O=C(NCc1ccccc1Cl)C1CCC(CNc2c(N3CCOCC3)c(=O)c2=O)CC1 (stereo not given)	3	5	2	-3	-1	-3	0	-7	2
CC1(C)CC2CC(C)(CN2S(=O)(=O)c2cccc(C(N)=O)c2)C1 (stereo not given)	0	4	29*	-2	6	-5	-1	x	5
Cc1ccccc1-c1nc(CN2CCC(C(=O)NCc3cccnc3)CC2)c(C)o1	1	6	-5	2	0	3	0	0	5
CCn1c(N)c(C(=O)NCC2CCCO2)sc1=S (stereo not given)	5	-6	5	-2	0	1	-1	-2	3
COc1ccc(CNS(=O)(=O)c2c(C)[nH]c(C)c2C(=O)N2CCCCC2)cc1	0	-2	1	7	1	2	1	-1	6
CC(Sc1nnc(CNC(=O)c2ccccc2F)n1C)C(=O)Nc1nccs1 (stereo not given)	2	0	4	-1	-1	3	4	2	4
CCOC(=O)C1CCCN(C(=S)Nc2ccc(OC)cc2)C1 (stereo not given)	3	0	6	-3	-3	-1	-4	7	12
O=C(CCNC(=O)c1ccc([N+](=O)[O-])cc1)NCCC1=CCCCC1	2	2	2	1	-6	8	2	2	5
COc1ccccc1C(=O)N1CC(=O)Nc2ccc(F)cc2C1c1ccccc1 (stereo not given)	6	9	6	-4	-2	17	3	3	-11
Cc1ccc(S(=O)(=O)N(C)Cc2ccc(-c3nnco3)cc2)cc1	4	5	9	-5	-2	0	1	-1	6
COc1ccc(CC(NC(C)=O)C(=O)NC2CCN(C(=O)c3cnccn3)CC2)cc1 (stereo not given)	-1	1	5	0	1	1	1	-5	7
CC1(C)CC(NC(=O)c2ccc(Cl)cc2)CC(C)(C)N1	3	7	3	-9	-4	6	5	-3	4
N/C(Cn1cncn1)=N\NC(=O)C(=O)Nc1cccc(C(F)(F)F)c1	-1	-3	4	4	3	-6	-5	5	5
Nc1ncncc1-c1ccc(Cl)cc1	4	4	3	13	0	4	3	6	13
O=C(c1cnn2c1NC(c1ccco1)CC2C(F)(F)F)N1CCN(c2cccc(Cl)c2)CC1 (stereo not given)	-4	6	1	-4	0	1	0	3	6
COC(=O)[C@]1(C)CCC[C@@]2(C)C3CC[C@@]4(C)C[C@]3(CCC21)CC(=O)N4C (stereo not given in full)	-5	-2	-3	-1	-2	1	-2	x	-3
COc1ccc(C(C)(C)C)cc1NC(=O)CN1C(=O)C(=O)N(Cc2ccco2)C1=O	-2	-1	-2	-5	-1	5	-4	x	3
Cc1ccc(NC(=O)COC(=O)/C=C/c2cccc(Cl)c2)cc1S(=O)(=O)N1CCOCC1	-1	-29	5	60*	2	-29	-23	-5	-9
CCCNC(=O)C1CCC(CNS(=O)(=O)c2ccc3c(c2)N(C(C)=O)CCO3)CC1 (stereo not given)	5	3	-1	2	-2	3	2	-2	4
O=C(Nc1ccccc1)c1c2c(nc3ccccc13)CCCC2	1	4	-1	-2	-2	-2	2	-1	1
CCOc1ccc(-c2cnc3n2CCC3)cc1	8	-6	-6	9	-4	-3	2	2	-2
CCn1cc(C(=O)OCC(=O)Nc2cc(S(=O)(=O)N(C)C)ccc2C)c(=O)c2ccc(C)nc21	-2	-3	5	10	-3	3	-1	-4	-2
COc1ccc(CCNC(=O)/C(=C/c2cccnc2)NC(=O)c2ccccc2)cc1	0	0	-6	1	-3	0	0	-1	-4
Cc1ccc(C(=O)OCC(=O)N2CCOCC2)cc1	2	3	3	4	-1	6	6	11	12
O=C(CN(C(=O)CNS(=O)(=O)c1ccc(F)cc1)C1CCCC1)NCc1ccco1	6	1	3	0	-2	-6	0	-6	9
Cc1ccc(OCC(=O)N(C)CC(=O)Nc2cccc(F)c2)cc1	4	1	0	0	-1	2	1	10	-3

Other structures:
smiles	pPAFAH FP inh	LYPLA2 counter	PAFAH1B2 inh	PAFAH2 inh	PAD4 inh	PME-1 primary	LYPLA1 counter	GSTO1 counter	PAFAH1B3 FP inh
c1ccc(Nc2ccccc2)cc1	0	2	-1	1	-2	-2	2	23	1
CC(Cc1ccco1)NC(=O)c1cccc(S(=O)(=O)N(C)C)c1 (stereo not given)	0	3	0	-2	-5	-6	4	5	6
C[C@H]1C=CC(=O)O[C@H]1c1ccccc1	-1	-2	-3	-3	1	-2	-7	8	9
CC1(C)c2ssc(=S)c2-c2ccccc2N1C(=O)CSC1=NCCS1	9	3	4	15	6	7	0	3	2
Cc1ccc(-c2c[n+](Cc3cccc(Cl)c3)c3n2CCC3)cc1	-1	1	6	-3	-3	4	2	-2	-1
O=C1CN(S(=O)(=O)c2cccc(C(=O)O)c2)c2ccccc2N1	-4	-11	4	-3	-5	-6	-9	-1	4
CC1CCN(C(=O)c2[nH]cnc2C(=O)Nc2ccccc2)CC1	1	x	11	-5	-1	x	x	x	9
O=C(Nc1cccc2ncccc12)C(c1ccccc1)c1ccccc1	0	7	2	-1	0	-9	7	-5	11
COc1nc(-c2ccc(C)cc2)ccc1-c1noc(-c2ccco2)n1	-2	-11	6	-33	-9	-10	-5	-6	-3
COCc1ccc(C(=O)Nc2ccc(C(=O)O)cc2)o1	3	0	8	5	-4	-8	0	7	2
c1cc(-c2noc(CCC3CCCC3)n2)ccn1	4	4	7	3	3	-1	-1	1	9
O=C(NCc1ccco1)C1CC2CCC1C2 (stereo not given)	0	4	0	-3	3	-3	3	6	7
O=C(CCSCCc1ccccn1)Nc1cc(F)ccc1F	0	3	6	3	5	3	-1	2	4
CC12CCC(C(=O)N3CCCCC3)([C@H](Br)C1=O)C2(C)C (stereo not given in full)	4	3	-2	-2	-3	-2	3	0	7
CCOC(=O)N1CCN(S(=O)(=O)c2ccc(C)c(C)c2)CC1	0	-5	1	-9	-4	4	-2	2	0
CNc1nc(Nc2ccc(C(C)=O)cc2)nc(OC(C(F)(F)F)C(F)(F)F)n1	-1	-16	-4	-10	-2	-22	-8	-10	-6
COCCOC(=O)c1c(C)oc2ccc(OC(=O)c3c(OC)cccc3OC)cc12	-1	-3	4	-9	11	-3	-2	-3	0
Cc1[nH]c(=O)c(C#N)c(C)c1CCC(=O)N(C)CC(=O)Nc1ccc(Cl)c(Cl)c1	-2	-8	0	-10	3	-1	-7	-8	-3
Cc1ccc(SCC(=O)N=C2NC(=O)CS2)cc1	6	-2	26*	-1	1	1	0	-5	-1

The list is partial, so the mix of outcomes need not match the whole.
